All columns: NCI-60 one-dose screen, growth in % after 48 h at 10 µM unless noted; 100 = growth as untreated, 0 = no growth, -100 = all killed.
ACHN: ACHN renal cancer; 81,000 tested, 4.9% active; AID 1794771
NCI/ADR-RES: NCI/ADR-RES ovarian cells | 81,000 tested, 4.4% active | AID 1794790
UO-31: UO-31 renal cancer. 81,000 tested, 5.2% active
CAKI-1: CAKI-1 renal cancer | 75,000 tested, 4.7% active | AID 1794772
TK-10: TK-10 renal cancer cells | 81,000 tested, 3.9% active
SN12C: SN12C renal cancer cells. 81,000 tested, 3.8% active
IGROV1: IGROV1 ovarian cancer | 79,000 tested, 4.7% active | AID 1794786
786-0: 786-0 renal cancer cells | 81,000 tested, 5.1% active
An asterisk follows results filed as active; x = not tested or not shown; & = joins results of further samples. The calls were made as follows: active = growth percent below 10; inactive = the rest. No enrichment for hits (roughly 9.3% active in at least one column).

A first look, 9 compounds:
SMILES | ACHN | NCI/ADR-RES | UO-31 | CAKI-1 | TK-10 | SN12C | IGROV1 | 786-0
Cc1[nH]c(C2CC(c3ccc(C(F)(F)F)c(F)c3)=NN2c2ccccc2)c(C)c1C(=O)NCC(F)(F)F (configuration not stated) | 96 | 90 | 59 | 59 | 151 | 91 | 67 | 91
O=C1/C(=C/C2=Cc3ccccc3OC2)SC(=S)N1c1ccc(O)cc1 | 94 | 102 | 72 | 82 | 131 | 90 | 92 | 107
COC1=CC(=O)C(C)=CC1=O | 94 | 104 | 98 | 102 | 96 | 106 | 124 | 107
Oc1ccccc1-c1cn2ccnc2c(-c2ccccc2O)n1 | 72 | x | 46 | 52 | 70 | 70 | 75 | 83
Cc1ccnc(NS(=O)(=O)c2ccc(NC(=O)Nc3ccc(Cl)c(C(F)(F)F)c3)cc2)n1 | 101 | 105 | 80 | 88 | 106 | 98 | 102 | 95
Cc1ccc([C@H]2Nc3c(c(C(C)(C)C)nn3-c3ccccc3)C(=O)[C@]23CCCC3=O)cc1 | 85 | 88 | 58 | 80 | 122 | 95 | 90 | 86
CCOC(=O)c1[nH]c(CCl)c(C(=O)OCC)c1C | 111 | 100 | 89 | 94 | 104 | 108 | 108 | x
CCCCNC(=O)Oc1ccc(/C(=C(/C)Cc2ccc(OC)cc2)c2ccc(OCCN3CCOCC3)cc2)cc1 | 95 | 94 | 66 | 88 | 86 | 89 | 112 | 94
C=C(C)[C@@H]1CC[C@]2(C(=O)O)CC[C@]3(C)[C@H](CC[C@@H]4[C@@]5(C)C[C@@H](Cc6cn([C@@H]7O[C@H](CO)[C@@H](O[C@@H]8O[C@H](CO)[C@H](O)[C@H](O)[C@H]8O)[C@H](O)[C@H]7O)nn6)[C@H](O)C(C)(C)[C@@H]5CC[C@]43C)[C@@H]12 | 105 | 106 | 100 | 99 | 97 | 98 | 108 | 98

Results (from the top)
SMILES | ACHN | NCI/ADR-RES | UO-31 | CAKI-1 | TK-10 | SN12C | IGROV1 | 786-0
Cc1[nH]c(C2CC(c3ccc(C(F)(F)F)c(F)c3)=NN2c2ccccc2)c(C)c1C(=O)NCC(F)(F)F (configuration not stated) | 96 | 90 | 59 | 59 | 151 | 91 | 67 | 91
O=C1/C(=C/C2=Cc3ccccc3OC2)SC(=S)N1c1ccc(O)cc1 | 94 | 102 | 72 | 82 | 131 | 90 | 92 | 107
COC1=CC(=O)C(C)=CC1=O | 94 | 104 | 98 | 102 | 96 | 106 | 124 | 107
Oc1ccccc1-c1cn2ccnc2c(-c2ccccc2O)n1 | 72 | x | 46 | 52 | 70 | 70 | 75 | 83
Cc1ccnc(NS(=O)(=O)c2ccc(NC(=O)Nc3ccc(Cl)c(C(F)(F)F)c3)cc2)n1 | 101 | 105 | 80 | 88 | 106 | 98 | 102 | 95
Cc1ccc([C@H]2Nc3c(c(C(C)(C)C)nn3-c3ccccc3)C(=O)[C@]23CCCC3=O)cc1 | 85 | 88 | 58 | 80 | 122 | 95 | 90 | 86
CCOC(=O)c1[nH]c(CCl)c(C(=O)OCC)c1C | 111 | 100 | 89 | 94 | 104 | 108 | 108 | x
CCCCNC(=O)Oc1ccc(/C(=C(/C)Cc2ccc(OC)cc2)c2ccc(OCCN3CCOCC3)cc2)cc1 | 95 | 94 | 66 | 88 | 86 | 89 | 112 | 94
C=C(C)[C@@H]1CC[C@]2(C(=O)O)CC[C@]3(C)[C@H](CC[C@@H]4[C@@]5(C)C[C@@H](Cc6cn([C@@H]7O[C@H](CO)[C@@H](O[C@@H]8O[C@H](CO)[C@H](O)[C@H](O)[C@H]8O)[C@H](O)[C@H]7O)nn6)[C@H](O)C(C)(C)[C@@H]5CC[C@]43C)[C@@H]12 | 105 | 106 | 100 | 99 | 97 | 98 | 108 | 98
COc1ccccc1-c1cc(=O)c2c(OC)c3ccoc3cc2o1 | 94 | 79 | 68 | 61 | 107 | 98 | 109 | 102
COC1=CC(c2ccc[nH]2)=N/C1=C\c1[nH]c(C)c(C(=O)CCCCC(=O)Nc2ccccc2)c1C | 96 | 33 | 50 | 3.4* | -12* | 73 | x | 93
CC(=O)O[C@]1(C)CC[C@H]2[C@H](CNCCc3ccc(Cl)cc3)C(=O)O[C@@H]2C2=C(C)C(=O)C[C@H]21 | 96 | 109 | 78 | 98 | 98 | 94 | 97 | 97
O=C(Nc1nc2ccccc2s1)Nc1ccc([N+](=O)[O-])cc1Cl | 88 | 14 | 27 | x | 57 | 79 | x | -23*
Cc1cc(=O)n(-c2nc3ccccc3[nH]2)[nH]1 | 76 | 93 | 37 | 93 | 99 | 75 | 87 | 68
COc1ccc2[nH]c(=O)cc(-n3ncc(C(=O)/C=C/c4cc(OC)c(OC)c(OC)c4)c3C)c2c1 | -15* | 7.6* | -36* | 15 | 41 | 7.2* | -0.8* | -15*
CC(C)CC(C#N)C(N)=O (configuration not stated) | 100 | 99 | 88 | 97 | 97 | 100 | 97 | 92
C/C(=N\NC(=O)Nc1ccc(Cl)cc1)c1nnn(-c2ccc([N+](=O)[O-])cc2)c1C | 107 | 106 | 77 | 85 | 113 | 106 | 107 | 101
O=C(/C=C\c1ccc(OCCCCCC[P+](c2ccccc2)(c2ccccc2)c2ccccc2)cc1)c1ccc2c(c1)OCCO2 | 5.0* | 78 | 4.8* | 2.9* | -9.1* | 2.1* | 5.3* | 5.8*
Cc1sc2nc3[nH]/c(=C\c4ccc(Cl)cc4)c(=O)n3c(=O)c2c1C | 101 | 107 | 103 | 105 | 102 | 98 | 107 | 95
O=C(CCc1nnc2sc(/C=C/c3ccccc3)nn12)c1nc2ncccc2[nH]1 | 98 | 103 | 76 | 90 | 150 | 97 | 107 | 113
CN1C(=O)N(C)C2Nn3c(s/c(=C\c4cccs4)c3=O)=NC21 (configuration not stated) | 108 | 104 | 91 | 99 | 97 | 99 | 104 | 94
Cc1ccc(C)c2c1C(=O)OC2=O | 99 | 98 | 79 | 99 | 102 | 98 | 92 | 101
CC(=O)Nc1ccc(S(N)(=O)=O)cc1 | 93&103 | 104&102 | 84&96 | 93&108 | 101 | 102&98 | 97&99 | 95&98
CC(=O)N1N=C(c2ccc(Br)cc2)CC1c1cccc(Nc2ccnc3cc(C(F)(F)F)ccc23)c1 (configuration not stated) | 89 | 85 | 61 | x | 90 | 100 | 82 | 85
COc1cc(C2C(C#N)=C(N)N(c3ccc(F)cc3)C3=C2C(=O)CC(C)(C)C3)cc(OC)c1OC (configuration not stated) | 103 | 103 | 84 | 89 | 99 | 94 | 95 | 98
CCN1CNC(=O)NC1 | 101 | 108 | 91 | 97 | 96 | 90 | 102 | 97
Cc1c(-c2csc(-n3nc(C(F)(F)F)cc3C(F)(F)F)n2)no[n+]1[O-] | 107 | 105 | 86 | 88 | 118 | 96 | 102 | 97
CCOC(=O)c1cc(C(=O)c2ccc(OC)c(OC)c2)n2c1ccc1c3ncccc3ccc12 | 96 | 94 | 72 | x | 106 | 103 | 92 | 106
Cc1ccc(Cl)cc1N1CCN(CCCNC(=O)C2CCN(c3nc4ccccc4[nH]3)CC2)CC1 | 102 | 94 | 81 | 92 | 113 | 92 | 94 | 99
O=C1CC2CCCCC2O1 (configuration not stated) | 107 | 108 | 96 | x | 104 | 93 | 111 | 99
NN1CC(=O)NC1=O | 103 | 96 | 78 | 92 | 95 | 96 | 101 | 95
CC(C)(Cl)C1CC=C(CC(Cl)(Cl)Cl)CC1 (configuration not stated) | 106 | 103 | 92 | 105 | 100 | 99 | 100 | 112
CCOC(=O)c1cnc2c3c(noc13)CCC2 | 103 | 109 | 97 | 106 | 112 | 93 | 108 | 106
NS(=O)(=O)c1ccc(NC(=O)C(O)C(O)C(O)C(O)CO)cc1 (configuration not stated) | 102 | 103 | 106 | 108 | 102 | 114 | 110 | x
C=CC1(C)C(=O)C2C3C4OC(=O)NC41c1cccc4c1C2(C(=O)N4C)C3(C)C (configuration not stated) | 118 | 104 | 94 | 95 | 104 | 104 | 107 | 106
Cc1oc2c(c1C(=O)N1CC[C@@H](N)C1)C(=O)c1c(c(O)c3ccccc3c1O)C2=O | 15 | 8.8* | 4.2* | 28 | 57 | 22 | x | 41
Cc1c(C(=O)N=Nc2c(O)n(C)c3ccccc23)oc2ccccc12 | 100 | 105 | 90 | 81 | 185 | 100 | 76 | 101
Cc1cc(-c2ccccc2)n2nc3nc(C)nc-3nc2n1 | 105 | 107 | 84 | 101 | 127 | 105 | 104 | 113
CN=C(N)c1ccc(N)cc1 | 109 | 109 | 99 | 106 | 101 | 103 | 117 | 93
O=C(NCc1ccccc1)C1CSC2c3ccccc3C(=O)N12 (configuration not stated) | 102 | 100 | 92 | 95 | 97 | 99 | 106 | 85
O=C(NNc1nc2ccccc2nc1/C=C/c1cccc([N+](=O)[O-])c1)Nc1cccc(Cl)c1 | 78 | 63 | 57 | 65 | 135 | 85 | 72 | 95
O=c1ccc(=O)n(CO)[nH]1 | 102 | 100 | 100 | 98 | 92 | 102 | 119 | 89
O=C1CCCCCCCCCCCN1 | 104 | 100 | 84 | 100 | 103 | 104 | 114 | 103
CN(C)C=Nc1ccc(Cl)c(Cl)c1 | 87 | 96 | 60 | 74 | 118 | 87 | 67 | 93
COC(=O)[C@]1(C)CCC[C@]2(C)[C@H]3C[C@H]4C(C(C)C)=C[C@]3(CC[C@H]21)[C@H]1[C@@H]4[C@@H](OCCC#N)CC[C@@H]1OCCC#N | 39 | 42 | 33 | 52 | 46 | 2.3* | 41 | 37
COc1ccc(C2[C@@H](c3ccccc3)C(=O)N2c2cc(OC)c(OC)c(OC)c2)cc1F (some centres not stated) | 34 | 12 | 38 | 31 | 44 | 33 | 19 | 14
CC(C)(C)NC[C@H](O)c1ccc(O)c(CO)c1 | 94 | 108 | 87 | 104 | 119 | 101 | 94 | 105
COc1ccccc1N/N=C/c1cc(OC)c(OC)c(OC)c1 | 97 | 95 | 66 | 69 | 119 | 90 | 89 | 89
CCN1CCN(c2nc(C)cc(N(CCCNc3ccnc4cc(Cl)ccc34)Cc3ccccn3)n2)CC1 | 101 | 97 | 62 | 86 | 119 | 72 | 85 | 74
N#Cc1ccccc1[N+](=O)[O-] | 109 | 99 | 90 | 97 | 115 | 103 | 108 | 105
COc1cc(-c2nn(C(C)(C)C)cc2-c2ccnc(NCCCNS(=O)(=O)c3ccc(Br)cc3)n2)ccc1Cl | 78 | 70 | 39 | 20 | 59 | 50 | 54 | 72
COc1cc(/C=N/n2cnc3c(c(C)nn3-c3ccccc3)c2=N)ccc1O | 95 | 102 | 91 | 81 | 84 | 97 | 110 | 83
N=C(N)Oc1ccc(Cl)cc1 | 102 | 104 | 92 | x | 100 | 96 | 113 | 102
CN(C[C@H]1Cc2c(cccc2NCCN2CCOCC2)CN1)[C@H]1CCCc2cccnc21 | 52 | 81 | 35 | 53 | 69 | 73 | 79 | 82
CC(=O)C12OC1CC1C3CC=C4CC(O)CCC4(C)C3CCC12C (configuration not stated) | 100 | 102 | 94 | 97 | 101 | 102 | 109 | 97
CCOC(=O)c1cc2c([nH]1)-c1oncc1CC2 | 102 | 108 | 97 | 104 | 98 | 100 | 122 | 98
CC(=O)OC1(C(C)=O)CCC2C3CCC4=C(C)C(=O)CCC4(C)C3CCC21C (configuration not stated) | 99 | 90 | 91 | 61 | 77 | 91 | 96 | 105
COc1ccc(Nc2nc3sc4cc(Cl)c(Cl)cc4n3c(=O)c2C#N)cc1 | 90 | 99 | 74 | 99 | 150 | 92 | x | 97
NS(=O)(=O)c1ccc(Nc2nc(SCC(=O)c3ccc([N+](=O)[O-])cc3)nc3c2CCC3)cc1 | 100 | 98 | 81 | 85 | 123 | 101 | 107 | 99
CCCCC(CC)COC(C)OCc1cccc(OC)c1OC (configuration not stated) | 92 | 105 | 100 | 99 | 99 | 104 | 102 | 97

(continued)
SMILES | ACHN | NCI/ADR-RES | UO-31 | CAKI-1 | TK-10 | SN12C | IGROV1 | 786-0
O=C(CS(=O)(=O)O)c1ccc(C(=O)CS(=O)(=O)O)cc1 | 103 | 105 | 87 | 100 | 114 | 100 | 115 | 100
CCN1C(=O)N(CC)C2NNC(Sc3c(C(=O)O)c4ccccc4n(C4CCCC4)c3=O)=NC21 (configuration not stated) | 26 | 25 | 47 | 28 | 80 | 34 | 30 | 23
Nc1ccccc1-c1ccc(-c2ccccc2)c2c1[nH]c1ccccc12 | 86 | 100 | 61 | 74 | 84 | 96 | 87 | 93
CCCCCCCC/C=C\CCCCCCCCOc1ccc(CC(=O)NCC[N+]2(C)CCOCC2)cc1 | 83 | 104 | 93 | 53 | 45 | 64 | 5.4* | 68
Cc1ccc(C(=O)Nc2ccc(-n3ccnc3)c(C(F)(F)F)c2)cc1C#Cc1cnc2cccnn12 | 12 | 25 | 5.9* | -4.4* | 23 | 14 | 20 | 14
Cc1cc(N(CCNc2ccnc3cc(Cl)ccc23)Cc2ccc3c(c2)OCO3)nc(N2CCCC2)n1 | -49* | 31 | -56* | x | -44* | 28 | -14* | -92*
O=C(c1ccccc1)c1c(-c2ccccc2)oc2c1CNC1C=C(Cl)C=CC21 (configuration not stated) | 97 | 94 | 79 | 82 | 99 | 95 | 103 | 103
Cc1cc2ccccc2n1/C=C/C1=[N+](C)c2ccccc2C1(C)C | 79 | 86 | 78 | 83 | 69 | 88 | 98 | 86
O=S(=O)(Nc1ccccn1)c1ccc(Nc2nc(O)c(/C=C3\C=Nc4ccccc43)s2)cc1 | x | 110 | 72 | x | 108 | 96 | 92 | 103
OCCNc1nc(Nc2ccc(C3=NN(c4cc(Cl)cc(Cl)c4)C(c4ccc(Cl)cc4)C3)cc2)nc(N2CCOCC2)n1 (configuration not stated) | 65 | 85 | 76 | 79 | 109 | 84 | 97 | 60
O=S(=O)(Cc1ccccc1)c1ccccc1 | 111 | 117 | 102 | 107 | 102 | 104 | 114 | 101
C=C1C(=O)O[C@H]2[C@H]1CC/C(COC(=O)c1ccc3ccccc3c1)=C\CC[C@@]1(C)O[C@@H]21 | -100* | -38* | -99* | x | -96* | -54* | -75* | -85*
O=C(OC1CCCC1)c1ccccc1Cl | 104 | 108 | 93 | 101 | 100 | 108 | 106 | 101
COc1ccc(-c2cc(-c3cccnc3)nc3sc4c(c23)N=CN2CCN=C42)cc1OC | 99 | 78 | 72 | 99 | 96 | 92 | 97 | 91

Screening results: PubChem BioAssay, NCI
